# Platelet DG rel = platelet dense granule release activity; human platelet-rich plasma, SFLLRN dense granule ATP release, luminescence; inhibition, %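 (compounds screened at 7.5 µM in platelet-rich plasma)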; actives 0.22% (n = 300,000); AID 1663;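 active = mean replicate score, as percent of positive control, at or above 50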
# HSF1 activator = increases HSF-1 driven luciferase reporter signal. NIH3T3-HGL HSF-1 luciferase reporter, MG132, 8 h; 100% = twice DMSO control signal. actives 1.7% (n = 300,000). activation, % at 9 µM. AID 504408;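 active = mean replicate activation of at least 50% with a set share of replicates each reaching 50%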;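 also: 0% = median of the neutral control wells and 100% = twice that signal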
# HSP90 refold inh = inhibitors of HSP90 luciferase refolding in rabbit reticulocyte lysate; inhibition, % at 5.6 µM; luciferase refolding luminescence, 3 h; actives 0.91% (n = 290,000);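 active = inhibition above the screen-wide mean plus 3 SD, computed separately per campaign, cut at about 16% in these data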;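 also: 0% = DMSO wells and 100% = 60 µM geldanamycin wells; inhibitors lower the luminescence because luciferase stays unfolded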
# AI-2 QS mod = Vibrio harveyi AI-2 quorum sensing modulation; actives 0.4% (n = 300,000); activity change, % at 7.5 µM; AID 2094; Vibrio harveyi JMH597 AI-2 luminescence/OD600 ratio, 9 h; stronger effect = lower value; strain lacks LuxN and CqsS sensors; 0 = neutral-control median; in the data active = activity change below about -75%, passing the limit was not always enough;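 also: luminescence divided by OD600 gain over 9 h not by final OD600 alone; inactives centre near 13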
# HIF act = HIF pathway transcriptional activation; U2OS HRE-luciferase reporter, luminescence; normalized: DMSO 0%, desferrioxamine 100%; activation, % at 7.5 µM (by protocol); actives 0.32% (n = 300,000);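 active = mean activation of at least 10% of the iron chelator positive control signal, with at least half of replicates also reaching 10%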
# HSF1 inhib = HSF1 inhibition; AID 2098; NIH3T3-HGL HSE-luciferase, MG132-induced, luminescence 8 h; stronger effect = lower value; actives 0.77% (n = 300,000); activity change, negative = inhibition, % at 7.5 µM (by protocol);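 active = more than half of replicate wells show activity change below -50%, luminescence cut by over half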;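 also: luciferase reports HSF-1 transcriptional activity via heat shock element; 0% = median of DMSO wells and -100% = zero luminescence signal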
# SKKanGAS inh = blocks kanamycin growth of S. pyogenes SKKanGAS strain; BacTiter-Glo, 6 h; inhibition, % at 7.5 µM; actives 1.3% (n = 300,000); AID 1662;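 active = mean replicate score, as percent of positive control median, at least 50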;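 also: strain carries kanamycin resistance gene driven by streptokinase promoter and grows in 40 µg/ml kanamycin; loss of luminescence reflects streptokinase promoter inhibition or plain growth inhibition; 0% = median of DMSO wells and 100% = positive control at its reference dose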
# aSyn UTR inh = MLPCN primary screen, SNCA 5' untranslated region. alpha-synuclein 5'UTR reporter, inhibitor activity. inhibition, % (tested at 7.5 µM). actives 0.82% (n = 300,000); in the data active = inhibition above about 60%;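 also: H4 neuroglioblastoma cells stably carrying SNCA 5'UTR luciferase fusion; 0% = DMSO wells and 100% = positive control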
# KLF5 inhibitor = inhibitors of KLF5 expression; DLD-1 KLF5 promoter-luciferase reporter, luminescence; inhibition, % at 5 µM; actives 0.23% (n = 290,000);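 active = inhibition above a per-plate limit of that plate's mean compound inhibition plus 3 SD, cut at about 60% in these data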;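 also: 0% = DMSO wells and 100% = LY294002 at 200 µM; higher means less KLF5 promoter-driven luciferase light; inactives centre near -14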
# IEC-6 cytotox = IEC-6 cytotoxicity, counter-screen for KLF5 inhibitors | luminescence viability | inhibition, % at 5 µM | actives 0.78% (n = 290,000); in the data active = inhibition above about 22%;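 also: 0% = plate median of test compound wells and 100% = cytotoxic reference compound wells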
# The depositor's hits bear a star; x = not tested or not shown.
no.	SMILES	AI-2 QS mod	IEC-6 cytotox	HSF1 inhib	HSF1 activator	HSP90 refold inh
1	O=C(Cc1ccccc1[N+](=O)[O-])N/N=C/c1cccnc1	22	2	7	-7	-1
2	CCOC(=O)C1(C(F)(F)F)N=C(N(C)C)OC(N(C)C)=N1	33	5	-3	-14	3
3	COC(=O)c1nnn(-c2nc(N(C)C)nc(N(C)C)n2)c1C	x	8	13	27	0
4	Cc1ccccc1OCCCn1c(=O)sc2ccccc21	0	9	-6	0	0
5	CCOc1cc(CNc2ccc3c(c2)OCCO3)cc(Br)c1OCC(N)=O	30	-7	-74*	-76	-2
6	CCCCCn1c(CN2CCN(c3cc(Cl)ccc3C)CC2)nc2c1c(=O)[nH]c(=O)n2C	3	-3	8	-4	-1
7	COc1ccc(CCNC(=O)Cn2c(-c3nonc3N)nc3ccccc32)cc1OC	-8	4	1	-6	1
8	CCOC(=O)c1cccc(S(=O)(=O)N(CCO)Cc2cc3cc(OC)c(OC)cc3[nH]c2=O)c1	-8	2	-9	-12	-3
9	CCOC(=O)c1nn(-c2cccc(Cl)c2)c(C)c1C(C)=O	28	-2	-3	1	5
10	O=C(COc1ccc([N+](=O)[O-])cc1)Nc1ccccc1C(=O)NC1CC1	x	x	14	15	x
11	O=C1CCCCCCC1Sc1ccccc1[N+](=O)[O-] (stereo unspecified)	10	3	7	-3	-2
12	CC(=C/c1ccccc1)/C=N/NC(=O)c1cnccn1	-4	-1	-4	24	-1
13	CC(=O)C1C(c2ccc(Cl)cc2)c2c(n[nH]c2C)CC1(C)O (stereo unspecified)	7	4	2	-7	-1
14	CCS(=O)(=O)Nc1ccc(Cc2ccc(NS(=O)(=O)CC)cc2)cc1	29	-1	-2	6	0
15	CCOC(=O)C(CCSC)Nc1nc(Cl)nc(Nc2ccc(Cl)cc2)n1 (stereo unspecified)	23	x	-1	0	x

no.	HIF act	KLF5 inhibitor	aSyn UTR inh	Platelet DG rel	SKKanGAS inh
1	-0.3	-7	-7	-3	6
2	-0.8	-5	-9	1	-1
3	-0.3	-3	11	2	10
4	2.3	-7	-130	-9	32
5	0.2	3	-66	-2	0
6	-0.9	-2	15	0	86*
7	0.0	5	-9	-7	-6
8	1.2	5	-72	2	2
9	-0.2	-27	26	3	2
10	0.3	x	9	-24	2
11	-0.3	-78	26	-12	-2
12	3.8	-140	-190	-8	-1
13	0.2	-13	-19	2	7
14	0.0	-69	-3	-3	8
15	-1.7	x	-21	-1	11

# An excerpt from above with just AI-2 QS mod, HSF1 activator and SKKanGAS inh:
No.	structure	AI-2 QS mod	HSF1 activator	SKKanGAS inh
4	Cc1ccccc1OCCCn1c(=O)sc2ccccc21	0	0	32
5	CCOc1cc(CNc2ccc3c(c2)OCCO3)cc(Br)c1OCC(N)=O	30	-76	0

# Next part.
no.	SMILES	AI-2 QS mod	IEC-6 cytotox	HSF1 inhib	HSF1 activator	HSP90 refold inh
16	Cc1onc(-c2ccccc2Cl)c1C(=O)NCc1ccc2c(c1)cc(C)n2C	14	x	4	3	x
17	CCN(CC)c1ccc(Nc2nc(N3CCOCC3)c3ccccc3n2)cc1	17	2	-5	4	-6
18	Cc1cccc(C)c1OCC(=O)N1CC2(C)CC1CC(C)(C)C2 (stereo unspecified)	9	-4	10	16	0
19	CCOc1ccc(Br)cc1S(=O)(=O)Nc1cccc(S(=O)(=O)N(C)C)c1	26	9	-2	-3	1
20	COc1ccc(/C=C/C(=O)OC2CCCCC2CN(C)C)cc1 (stereo unspecified)	-3	14	-19	-19	21*
21	N#CCCN(C(=O)COC(=O)c1cccc(S(=O)(=O)Nc2ccc([N+](=O)[O-])cc2)c1)c1ccccc1	21	-1	1	9	0
22	CCOC(=O)c1c(NC(=O)CN2CCCCC2)sc2c1CCC(C=O)=C2Cl	6	-1	-37	-55	3
23	Cc1cc(C)c2nc(NC(=O)C3CCCO3)sc2c1 (stereo unspecified)	0	-4	42	62*	6
24	COc1ccccc1C(=O)NNC(=O)C(=O)Nc1ccc(C)c(Cl)c1	-5	3	5	-1	0
25	CCC(C)Nc1c([N+](=O)[O-])cc(C)cc1[N+](=O)[O-] (stereo unspecified)	2	7	1	13	-2
26	CN(CC(=O)Nc1ccccc1C(F)(F)F)C(=O)COc1cccnc1[N+](=O)[O-]	-5	-3	4	16	-6
27	CCn1c(CC(=O)Nc2ccc(C)c(Cl)c2)nnc1SCC(=O)Nc1nc(C)cs1	21	-5	0	30	0
28	O=C(CCc1n[nH]c(=O)[nH]c1=O)N1CCOCC1	22	0	2	16	0
29	O=C(Nc1ccccc1)NC1CCN(Cc2c(F)cccc2Cl)CC1	21	1	-8	10	-2
30	CCn1cc2nc(SCC(=O)Nc3ccc(OC)cc3OC)n(Cc3ccc(OC)cc3)c(=O)c2n1	21	62*	2	-3	-1

no.	HIF act	KLF5 inhibitor	aSyn UTR inh	Platelet DG rel	SKKanGAS inh
16	-0.5	x	15	5	9
17	-0.5	-39	-28	5	8
18	-3.5	-3	-3	-3	-3
19	0.1	-21	14	3	2
20	0.0	-15	16	-1	-7
21	-0.6	-40	16	-9	14
22	-0.2	-15	-5	3	3
23	2.1	-204	-107	-1	-1
24	-0.2	-14	10	-1	98*
25	-0.2	-13	1	11	0
26	-33	-18	18	-46	-7
27	0.5	-4	11	2	4
28	0.7	-5	-1	0	2
29	0.0	-7	15	-1	0
30	1.3	56	-6	5	5

# Further compounds follow:
no.	SMILES	AI-2 QS mod	IEC-6 cytotox	HSF1 inhib	HSF1 activator	HSP90 refold inh
31	CCOC(=O)N1CCC(NC(=O)c2ccc3c(c2)N(Cc2ccccc2)CCS3)CC1	6	4	6	17	-3
32	Cc1nc2ccc(S(=O)(=O)c3ccc4nc(C)[nH]c4c3)cc2[nH]1	25	-4	-12	11	-4
33	Cc1ccc(-c2noc(CN(C(=O)c3cccs3)C(C)C)n2)cc1	22	0	11	15	0
34	COC(=O)c1cc2c(ccn2-c2ccc(F)cc2)n1C(C)C	1	4	2	2	-2
35	COc1c(N2CCN(C(=S)Nc3ccccc3F)C(C)C2)c(F)cc2c(=O)c(C(=O)O)cn(C3CC3)c12 (stereo unspecified)	3	-1	-8	-9	-1
36	CCCCCOc1ccc(/C=N/NC(=O)c2nnn(-c3nonc3N)c2CN2CCCCCC2)cc1	28	x	3	-1	x
37	O=[N+]([O-])c1cccc2c(N3CCCC3)ccnc12	9	20	7	15	0
38	O=C(N/N=C/c1ccc(F)cc1)c1cccc(NC(=O)c2ccc(F)cc2)c1	21	2	4	5	-6
39	Cc1ccc(S(=O)(=O)NCC(=O)OCC(=O)NCc2ccc(F)cc2)cc1	43	2	5	-1	2
40	O=C(NCc1ccco1)C1CCC(CNS(=O)(=O)c2cccc3cccnc23)CC1 (stereo unspecified)	15	-5	-6	10	1
41	CCC(C)NC(=O)C1CCN(S(=O)(=O)c2ccc(Br)s2)CC1 (stereo unspecified)	11	-9	-4	5	-2
42	COc1ccc(OCCn2cc(/C=N/NC(=O)c3ccncc3)c3ccccc32)cc1	27	11	1	9	2
43	O=C(NCCc1ccc2c(c1)OCCO2)c1cccc(F)c1	12	0	5	-8	2
44	CC(=S)/C=C1\Sc2ccccc2N1C	-1	5	1	-5	1
45	NS(=O)(=O)c1ccc(NC(=O)CSc2ncn[nH]2)cc1	37	7	0	-22	0

no.	HIF act	KLF5 inhibitor	aSyn UTR inh	Platelet DG rel	SKKanGAS inh
31	-0.2	-6	8	-5	6
32	0.1	1	4	1	-1
33	x	19	3	2	4
34	0.3	9	12	-7	4
35	-0.5	-15	-61	-9	104*
36	0.2	x	-12	-2	6
37	-0.6	-6	6	-3	-10
38	0.5	-23	-58	-3	1
39	-0.1	-8	-2	0	-8
40	x	-14	14	-1	2
41	-0.1	-27	-10	-15	-4
42	0.6	21	33	-2	-10
43	2.0	-40	-36	12	-10
44	-0.4	-14	-8	9	0
45	-0.5	-26	4	10	11

# Other records follow.
no.	SMILES	AI-2 QS mod	IEC-6 cytotox	HSF1 inhib	HSF1 activator	HSP90 refold inh
46	O=C(NCCc1ccccc1)c1ccc(CS(=O)(=O)c2ccc(Cl)cc2)o1	21	3	3	-17	2
47	COC(=O)c1ccc(/C=C/C(=O)c2ccc(OC)cc2)cc1	6	0	8	6	-2
48	COc1ccc(C(=O)NC(=S)Nc2ccc(CN3CCOCC3)cc2)cc1Cl	26	10	-11	-12	0
49	O=C(Nc1ccc2oc(-c3ccccc3)nc2c1)c1ccncc1	26	3	5	6	1
50	NC(=O)c1ccc(OCC(F)(F)C(F)(F)C(F)(F)C(F)(F)C(F)(F)C(F)F)cc1	7	5	-3	-3	-1
51	CCCNC(=O)Nc1cc(OC)c(OC)cc1Cc1nccc2cc(OC)c(OC)cc12	25	-1	-12	-32	-4
52	Cc1ccc(CNC(=O)CN2C(=O)NC(C)(c3ccccc3Cl)C2=O)cc1 (stereo unspecified)	-34	4	-4	4	6
53	Fc1cccc(Cc2noc(CN3CCN(C4CCc5ccccc5C4)CC3)n2)c1 (stereo unspecified)	21	7	6	28	3
54	COc1cc(O)cc(O)c1C(=O)/C=C/c1ccccc1	29	4	38	33	-1
55	CCOC(=O)N1CCC(NCCNC(=O)c2cccs2)CC1	16	-2	-5	0	2
56	Cc1cccc(CCNS(=O)(=O)c2ccc3c(c2)NC(=O)CO3)c1	-60	-4	2	12	2
57	CC(=O)Nc1ccc(NC(=O)CSc2nc3nc(C)cc(C)c3c(=O)[nH]2)cc1	17	-5	-1	4	4
58	Cc1cccc(OCCCCCn2ccnc2)c1C	-15	-2	-5	3	-1

no.	HIF act	KLF5 inhibitor	aSyn UTR inh	Platelet DG rel	SKKanGAS inh
46	-0.4	-9	23	0	-5
47	2.8	13	-47	-8	-5
48	0.3	4	-13	-9	2
49	0.0	-58	-20	-6	-18
50	0.5	9	-25	-3	-20
51	-7.3	4	13	-1	-1
52	-1.4	-14	-1	-1	1
53	-0.1	-19	-8	-2	6
54	0.4	-34	-140	1	5
55	1.0	-30	-11	1	5
56	0.3	-9	20	3	-28
57	0.6	-45	-13	5	-3
58	-0.4	-29	-3	-1	-3

# Entries of single compounds as entered above:
# Cc1nc2ccc(S(=O)(=O)c3ccc4nc(C)[nH]c4c3)cc2[nH]1 is entered as AI-2 QS mod: 25; IEC-6 cytotox: -4; HSF1 inhib: -12; HSF1 activator: 11; HSP90 refold inh: -4; HIF act: 0.1; KLF5 inhibitor: 1; aSyn UTR inh: 4; Platelet DG rel: 1; SKKanGAS inh: -1
# Cc1cc(C)c2nc(NC(=O)C3CCCO3)sc2c1 (stereo unspecified) is entered as AI-2 QS mod: 0; IEC-6 cytotox: -4; HSF1 inhib: 42; HSF1 activator: 62*; HSP90 refold inh: 6; HIF act: 2.1; KLF5 inhibitor: -204; aSyn UTR inh: -107; Platelet DG rel: -1; SKKanGAS inh: -1
# CCS(=O)(=O)Nc1ccc(Cc2ccc(NS(=O)(=O)CC)cc2)cc1 is entered as AI-2 QS mod: 29; IEC-6 cytotox: -1; HSF1 inhib: -2; HSF1 activator: 6; HSP90 refold inh: 0; HIF act: 0.0; KLF5 inhibitor: -69; aSyn UTR inh: -3; Platelet DG rel: -3; SKKanGAS inh: 8

# Source: PubChem
